Screens deposited in PubChem by several laboratories.
Tb MetRS inh – T. brucei MetRS inhibitors, primary screen, biochemical, luminescence; purified T. brucei MetRS, ATP depletion, Kinase-Glo luminescence; inhibition, % at 11.9 µM; 360,000 compounds, 0.4% hits; AID 624268, 2012;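 active = inhibition above a per-plate cutoff of the control wells' mean inhibition plus 3 SD, cut at about 5.5% in these data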;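 also: 0% = DMSO wells median and 100% = median of wells with control inhibitor compound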
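Measured by: Kinase-Glo luciferase luminescence reporting remaining unconsumed ATP. Material: purified T. brucei MetRS enzyme. Doses: 11.9 µM compound single dose, 0.9% DMSO. Medium: HEPES buffer containing pyrophosphatase, BSA, spermine, DTT. Times: 15 min preincubation, 2 h reaction, all 25 °C. Reagent: methionine, ATP and bulk E. coli tRNA.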
DNMT1 block – human DNMT1 methyltransferase inhibitors, primary screen, biochemical, molecular beacon, fluorescence, HinP1I cleavage, uHTS. inhibition (reported as % activation of signal), % at 10 µM. 360,000 compounds, 0.83% hits. DNA (cytosine-5)-methyltransferase 1 (Homo sapiens), P26358; in the data active = inhibition above about 50%
Target sequence (P26358 504-1616 limits assumed): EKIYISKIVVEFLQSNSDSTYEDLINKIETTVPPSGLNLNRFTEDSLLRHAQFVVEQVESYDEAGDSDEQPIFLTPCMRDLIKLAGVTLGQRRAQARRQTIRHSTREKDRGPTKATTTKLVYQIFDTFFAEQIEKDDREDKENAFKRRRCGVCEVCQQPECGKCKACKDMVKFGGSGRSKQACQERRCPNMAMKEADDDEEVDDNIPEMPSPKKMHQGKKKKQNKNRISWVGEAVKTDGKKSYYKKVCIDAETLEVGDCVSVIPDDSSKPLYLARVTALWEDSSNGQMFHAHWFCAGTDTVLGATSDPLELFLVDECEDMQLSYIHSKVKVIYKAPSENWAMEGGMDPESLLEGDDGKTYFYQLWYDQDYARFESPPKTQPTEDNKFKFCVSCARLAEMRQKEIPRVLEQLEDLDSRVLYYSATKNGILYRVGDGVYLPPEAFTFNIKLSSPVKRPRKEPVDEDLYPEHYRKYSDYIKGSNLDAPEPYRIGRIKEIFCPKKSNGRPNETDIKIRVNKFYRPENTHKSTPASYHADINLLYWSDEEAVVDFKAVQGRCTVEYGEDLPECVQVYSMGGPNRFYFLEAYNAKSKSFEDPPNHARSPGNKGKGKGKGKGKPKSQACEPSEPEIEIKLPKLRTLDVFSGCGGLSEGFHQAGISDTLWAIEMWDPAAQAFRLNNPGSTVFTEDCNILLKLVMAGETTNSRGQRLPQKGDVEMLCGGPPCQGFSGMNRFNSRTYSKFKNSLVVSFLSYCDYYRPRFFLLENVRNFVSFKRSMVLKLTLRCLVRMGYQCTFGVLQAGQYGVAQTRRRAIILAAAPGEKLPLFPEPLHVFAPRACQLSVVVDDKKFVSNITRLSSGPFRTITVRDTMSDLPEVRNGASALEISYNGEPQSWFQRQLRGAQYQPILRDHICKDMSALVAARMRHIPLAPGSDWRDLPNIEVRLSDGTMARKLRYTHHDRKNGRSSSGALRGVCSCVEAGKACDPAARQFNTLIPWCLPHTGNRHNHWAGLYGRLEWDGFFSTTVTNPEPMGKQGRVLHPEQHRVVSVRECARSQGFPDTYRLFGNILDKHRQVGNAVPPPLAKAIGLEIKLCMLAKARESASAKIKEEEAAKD
STEP inh – STEP phosphatase inhibitors, primary screen, biochemical, fluorescence intensity, uHTS; recombinant STEP, OMFP fluorogenic substrate; inhibition, % at 20 µM; 360,000 compounds, 0.25% hits; AID 588621, 2011;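 active = inhibition at 20 µM, scaled per plate between control wells, above about 37%, limit read from the data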;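 also: 0% = DMSO with enzyme and substrate and 100% = substrate only without enzyme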
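material = STEP tyrosine phosphatase | reagent = fluorogenic phosphatase substrate OMFP at 25 µM final | doses = single compound dose of 20 µM, 1% DMSO final | schedule = 20 min reaction, room temperature, in the dark | measured by = fluorescence, 480/540 nm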
Rpn11 inh – Rpn11 (PSMD14) deubiquitinase inhibitors, primary screen, biochemical, fluorescence polarization, uHTS; 360,000 compounds, 0.59% hits; calls only at 20 µM; AID 588493, 2011; human 26S proteasome, Ub4-pepOG fluorescence polarization; 20S core pre-blocked with epoxomicin; 26S proteasome non-ATPase regulatory subunit 14 (Homo sapiens), O00487;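 active = inhibition at 20 µM, scaled to each plate's controls, above about 33%, limit read from the data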
LMPTP inh – LMPTP phosphatase inhibitors, primary screen, biochemical, fluorescence intensity, uHTS; Low molecular weight phosphotyrosine protein phosphatase (Homo sapiens), P24666; recombinant LMPTP-A, OMFP fluorogenic substrate; inhibition, % at 20 µM; 360,000 compounds, 0.22% hits; AID 651560, 2012;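 active = compounds that cut the enzyme signal by at least half of the control window in the single-dose screen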;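 also: plate controls were DMSO wells with enzyme plus substrate for no effect and substrate without enzyme for full effect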
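Test system: LMPTP-A phosphatase enzyme; input: 0.625 nM LMPTP-A final; reagent: OMFP substrate, 400 µM final; compound dosing: 20 µM single dose, 3% DMSO; incubation: 50 min dark incubation at room temperature; measured by: endpoint fluorescence intensity from OMFP dephosphorylation; measure: % inhibition relative to no-enzyme and uninhibited control wells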
Scp-1 inhibitor – Scp-1 phosphatase inhibitors, primary screen, biochemical, colorimetric, uHTS. Recombinant Scp1, phosphopeptide, malachite green phosphate absorbance. inhibition, % at 20 µM. 340,000 compounds, 0.88% hits. AID 493091, 2011;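 active = inhibition above about 50% at 20 µM, limit read from the data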;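 also: plate controls were DMSO wells with enzyme for no effect and wells lacking enzyme for full effect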
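Incubation: 45 min enzyme reaction at room temperature / System: truncated SCP-1 phosphatase (76-261aa) / Reagent: Phospho 17-mer peptide substrate / Buffer or medium: Acidic Tris acetate buffer with magnesium and detergent / Signal: absorbance at 630 nm / Doses: one concentration, 20 µM, with 1.0% DMSO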
SUMO1 PPI mod – modulators of SUMO1 protein-protein interactions, primary screen, biochemical, uHTS. Small ubiquitin-related modifier 1 (Homo sapiens), P63165. SUMO1 binding to a labelled peptide, TR-FRET, 1 h. inhibition, % at 20 µM. 360,000 compounds, 0.33% hits. AID 602429, 2012; in the data active = inhibition above about 37%
NadD block – inhibitors of S. aureus NadD, primary screen, biochemical, colorimetric, uHTS. inhibition, % at 20 µM. Nicotinate-nucleotide adenylyltransferase NadD (Staphylococcus aureus N315). 360,000 compounds, 0.78% hits. purified NadD enzyme, colorimetric absorbance read-out; in the data active = inhibition above about 26%; also: some compounds past the cut are filed as inactive
MsrA inhibitor – bovine MsrA enzyme inhibitors, primary screen, biochemical, absorbance, HTS; Methionine sulfoxide reductase A (Bos taurus); purified bovine MsrA, absorbance read-out; inhibition, % at 15.5 µM; 360,000 compounds, 0.75% hits; in the data active = inhibition above about 4.5%;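 also: 0% = vehicle wells with enzyme and 100% = reference inhibitor wells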
CSN deneddyl inh – inhibitors of CSN-mediated cullin deneddylation, primary screen, biochemical, fluorescence polarization, uHTS | 360,000 compounds, 0.38% hits | AID 651999, 2013 | inhibition, % at 12.5 µM | Purified CSN, SCF-Nedd8-OG deneddylation | COP9 signalosome complex subunit 5 (Homo sapiens), Q92905;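 active = pattern-corrected inhibition above about 35%, with an unprinted fluorescence ratio check between 0.5 and 1.5, limit read from the data, passing the limit was not always enough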;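 also: 0% = enzyme with substrate and 100% = substrate without enzyme; some results filed as inactive read as strong as hits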
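Assay system: purified human Csn5 enzyme expressed in HEK293T cells; measure: % inhibition; also added: SCFSkp2-Nedd8OG substrate at 10 nM final; technique: fluorescence polarization; times: reaction 90 min, room temperature; medium: Tris buffer pH 7.5, NaCl, DTT, Tween-20, trehalose, ovalbumin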
Starred values were filed as active, the others as inactive; i = inactive; · = no result given.

SMILES | Tb MetRS inh | DNMT1 block | STEP inh | Rpn11 inh | LMPTP inh | Scp-1 inhibitor | SUMO1 PPI mod | NadD block | MsrA inhibitor | CSN deneddyl inh
COC(=O)[C@]12CCCCC=C1N(CCc1ccc(OC)c(OC)c1)C(=O)[C@H](CC(=O)NCc1ccc(C)o1)C2 | -0.1 | · | · | · | 0.4 | · | 0 | · | -1.1 | -2
O=C(Cn1c(=O)n(-c2cccc(Cl)c2)c(=O)n1CC(=O)N1CCCCC1)N1CCCCC1 | -0.9 | 0 | 3 | i | -0.6 | -1 | 1 | 1 | 2.2 | 2
CC(C)(C)c1ccc(-n2ncc3c2CCCC3NC(=O)C2=NNC(=O)CC2)cc1 (stereo not drawn) | -0.4 | -1 | 8 | i | 0.6 | -1 | 4 | 1 | -1.1 | 3
CC1CCN(C(=O)C2CCC(CNc3c(N4CCCCC4)c(=O)c3=O)CC2)CC1 (stereo not drawn) | 1.4 | 5 | -1 | i | -0.2 | 1 | 4 | -1 | 0.0 | -2
COc1ccc(NC(=O)COC(=O)/C=C/c2cnc3ccccc3n2)cc1 | -0.8 | -7 | 0 | i | 0.0 | -5 | -9 | -4 | 1.3 | 2
CC1CCC/C(=N\NC(=S)NCc2ccccc2)C1 (stereo not drawn) | 0.6 | 2 | 1 | i | -0.2 | -5 | -5 | -4 | 1.3 | -10
N/C(CC(=O)Nc1ccc(F)c(Cl)c1)=N\OC(=O)c1cccs1 | 3.3 | -3 | -3 | i | -1.6 | -5 | 1 | 4 | 0.0 | 0
CCOC(=O)c1c(C)nc2c(C)cccn12 | -0.3 | 3 | 3 | i | -3.1 | -2 | 1 | 6 | 0.5 | 0
COC(=O)[C@]1(C)N[C@H](CN(C)C(=O)Nc2ccc(C(F)(F)F)cc2)[C@@H]2C(=O)N(C)C(=O)[C@@H]21 | 0.8 | 8 | -3 | i | -1.6 | 0 | 6 | 1 | -0.5 | 1
Cc1cc(-c2ccccc2)nc(N2CCC(C(=O)NC(C)C)CC2)n1 | -1.1 | 13 | -3 | i | -1.5 | -8 | -1 | -10 | 0.1 | 3
CCS(=O)(=O)c1ccc(O)c(NC(=O)Nc2ccccc2OC)c1 | -0.2 | 3 | 0 | i | 0.7 | -17 | -6 | -7 | 1.1 | -1
CCCOc1ccc(C(=O)NC(C)C(=O)O)cc1 (stereo not drawn) | 1.1 | -1 | 3 | i | -2.7 | -4 | 4 | -5 | -0.1 | 2
CCNC(=O)c1c(NC(C)=O)sc2c1CCCC2 | 0.0 | -1 | -3 | i | -2.8 | -7 | -2 | 1 | 0.5 | -8
OC(CNCc1ccc(Cl)cc1)C(F)(F)F (stereo not drawn) | -0.6 | 1 | -4 | i | 2.4 | 5 | 0 | 1 | -0.6 | 2
O=C(Nc1ccc2c(c1)OCO2)c1cnccn1 | -0.3 | 1 | -5 | i | -0.6 | -6 | 1 | 9 | 0.5 | 4
COc1ccc(O)c(C(=O)c2cc(C#N)c(=O)n(-c3ccc(Cl)cc3)c2)c1 | 0.3 | -4 | -3 | · | -0.3 | -20 | -26 | -3 | 1.9 | 36*
O=C(O)c1cccc(S(=O)(=O)N2CCSCC2)c1 | -0.7 | 4 | 2 | i | -2.3 | 5 | 0 | -2 | 0.4 | 3
Cc1ccc(S(=O)(=O)CCC(=O)NCCN2C(=O)S/C(=C\c3ccccc3)C2=O)cc1 | -0.3 | -3 | -5 | i | 0.1 | -5 | -15 | -6 | 3.6 | -6
Cc1nc2ccc(S(=O)(=O)NCC(=O)N3CCN(c4ccccc4)CC3)cc2s1 | -0.3 | 1 | -1 | i | 1.4 | -6 | 3 | 0 | -0.6 | -3
NC(=O)C1CCN(C(=O)CN(c2ccc3c(c2)OCCO3)S(=O)(=O)c2ccccc2)CC1 | -0.3 | 1 | 0 | i | -0.8 | 1 | 0 | 3 | -0.6 | 6
CCn1c(SCc2nc3cc(OC)c(OC)cc3c(=O)[nH]2)nc2ccccc21 | -0.2 | 1 | -1 | i | 0.3 | -4 | 6 | 0 | -0.1 | 5
CC(C)N1CCCC(C)(C(=O)Nc2ccccc2)C1 (stereo not drawn) | -0.4 | 3 | -3 | i | -2.1 | · | -1 | -5 | -0.8 | 4
CCN(CC)C(=O)CSc1nc(-c2ccco2)cc(C(F)(F)F)c1C#N | -0.1 | -5 | 0 | i | 0.6 | -7 | -9 | 0 | 1.5 | 2
Cn1cnnc1SCC(=O)Nc1cccc(S(=O)(=O)N2CCCCCC2)c1 | -0.5 | 5 | -2 | i | -1.2 | 6 | -1 | 5 | -0.8 | -2
CC(C)n1nnnc1SCC(=O)N1CCOCC1 | 0.2 | -1 | 0 | i | 0.4 | -7 | 3 | -1 | -1.2 | 5

4 entries from above, with values under each structure.
Sequence of screens – Tb MetRS inh	DNMT1 block	STEP inh	Rpn11 inh	LMPTP inh	Scp-1 inhibitor	SUMO1 PPI mod	NadD block	MsrA inhibitor	CSN deneddyl inh
> O=C(Cn1c(=O)n(-c2cccc(Cl)c2)c(=O)n1CC(=O)N1CCCCC1)N1CCCCC1
→ -0.9	0	3	i	-0.6	-1	1	1	2.2	2
> CC(C)(C)c1ccc(-n2ncc3c2CCCC3NC(=O)C2=NNC(=O)CC2)cc1 (stereo not drawn)
→ -0.4	-1	8	i	0.6	-1	4	1	-1.1	3
> CC1CCN(C(=O)C2CCC(CNc3c(N4CCCCC4)c(=O)c3=O)CC2)CC1 (stereo not drawn)
→ 1.4	5	-1	i	-0.2	1	4	-1	0.0	-2
> COc1ccc(NC(=O)COC(=O)/C=C/c2cnc3ccccc3n2)cc1
→ -0.8	-7	0	i	0.0	-5	-9	-4	1.3	2

(cont.)
SMILES | Tb MetRS inh | DNMT1 block | STEP inh | Rpn11 inh | LMPTP inh | Scp-1 inhibitor | SUMO1 PPI mod | NadD block | MsrA inhibitor | CSN deneddyl inh
C/C=C/C=C/C(=O)[C@@H]1[C@@H]([C@]2(C)OC(=O)C(C)=C2O)[C@H]2/C(=C(O)/C=C/C=C/C)C(=O)[C@]1(C)C(=O)C2(C)O (stereo partly drawn) | -0.2 | 85* | 5 | i | 2.0 | 72* | 25 | 9 | 0.3 | 30
Cc1c(Cl)cccc1NC(=O)c1ncn[nH]1 | 0.1 | 0 | -2 | i | -1.5 | -17 | -3 | -3 | 0.2 | -2
COc1cc(/C=N/NC(=O)c2cccc(S(=O)(=O)N3CCOCC3)c2)cc(OC)c1O | -0.3 | -1 | -9 | i | -0.7 | -9 | -3 | -1 | 4.3 | -6
Cc1cc(C(=O)OC(C)C(=O)NC2CCCCC2)c(C)o1 (stereo not drawn) | -0.3 | 2 | 1 | i | -0.7 | -4 | -3 | 1 | -2.0 | 1
CS(=O)(=O)Cc1ccc(C(=O)N(CCc2ccccc2)Cc2ccccc2)cc1 | -0.1 | 2 | -1 | i | -0.8 | -2 | -4 | 0 | 0.2 | 4
Cc1cccc2cc(CNC3CCCC3)c(Cl)nc12 | -0.3 | 3 | 4 | i | 3.3 | -6 | -4 | 1 | 1.2 | 0
O=C(CN1CCOCC1)Nc1nc(-c2ccc3c(c2)CCN3S(=O)(=O)c2ccccc2)cs1 | -0.3 | -17 | -1 | i | 3.1 | 6 | 0 | -6 | 0.6 | 7
COc1ccc2c(c1)C1(Nc3ccccc3C(=O)N1c1ccccc1)C(=O)N2 (stereo not drawn) | -0.1 | -1 | -4 | i | -0.9 | 4 | -2 | -2 | 2.7 | 2
Fc1ccc(-c2nc3ccncc3[nH]2)cc1 | -1.3 | -6 | 0 | i | 12 | -6 | 2 | 5 | -0.1 | 2
O=C(CSc1nnc(CNC(=O)c2ccccc2)o1)NCc1ccco1 | -0.2 | 0 | -1 | i | -1.7 | 7 | 4 | 2 | 0.9 | -1
CS(=O)(=O)n1c2ccccc2c(=O)n1-c1ccccc1CCl | 1.2 | -2 | -1 | i | 0.1 | · | -1 | -6 | 1.5 | 5
O=C(NCCCc1ccccc1)c1cccc(NC(=O)C2CCCC2)c1 | -0.6 | 3 | -2 | i | -0.2 | -4 | 6 | -3 | -0.5 | -4
COC(=O)c1sccc1NC(=O)/C=C/c1ccc(Cl)cc1Cl | -2.1 | 29 | -1 | i | -0.9 | 4 | -2 | 4 | -1.1 | -1
CCOC(=O)N1CCN(C(=O)c2cc3c(=O)n4cccc(C)c4nc3s2)CC1 | 0.3 | 5 | 0 | i | -0.3 | -8 | -30 | 1 | 0.1 | -1
O=C(O)CCCC(=O)Nc1ccn(-c2ccccc2)n1 | -0.9 | 0 | 1 | i | -1.4 | -3 | 1 | 2 | -1.4 | 1
Cc1ccc(S(=O)(=O)N2C[C@H]3C(=O)C[C@@H](c4cccc(Cl)c4)N(S(=O)(=O)c4ccc(C)cc4)[C@H]3C[C@H]2c2ccccc2)cc1 | -0.2 | 4 | 5 | i | 0.8 | · | 1 | 16 | 0.4 | 2
Cn1cnc2c1c(=O)[nH]c(=O)n2Cc1ccccc1 | -0.1 | 0 | -1 | i | -1.2 | -5 | -1 | 6 | -0.5 | 4
COc1ccccc1-n1c(SC)nc(O)cc1=O | 0.1 | 0 | -2 | i | -0.5 | -10 | 2 | -4 | -0.4 | -3
CCCCCCn1c(-c2ccco2)nc2oc3cc(OC)ccc3c(=O)c2c1=O | -0.7 | 49 | 1 | i | 5.3 | 56* | -7 | 24 | -1.0 | 8
COc1ccc(N2CCN(Cc3nc(Cc4cccc(F)c4)no3)C(C)C2)cc1 (stereo not drawn) | -0.9 | 2 | -7 | i | -0.8 | -9 | -4 | -8 | 0.1 | -10
CC(C)(C)C1CCc2c(C(=O)NNC(=O)/C=C/C(=O)O)csc2C1 (stereo not drawn) | 1.0 | 2 | -2 | i | -3.2 | -5 | 30 | 3 | 0.4 | -3
